IEC-6 tox – cytotoxicity in IEC-6 intestinal epithelial cells, primary screen, cytotoxicity control for KLF5 inhibitor project, cell-based, luminescence; inhibition, % at 5 µM; IEC-6 cytotoxicity, luminescence viability; actives 0.78% (n = 290,000); in the data active means inhibition above about 22%;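 further: 0% = plate median of test compound wells and 100% = cytotoxic reference compound wells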
aSyn 5UTR inh – MLPCN primary screen, SNCA 5' untranslated region; alpha-synuclein 5'UTR reporter, inhibitor activity; inhibition, % (tested at 7.5 µM); actives 0.82% (n = 300,000); AID 1813, 2009; in the data active means inhibition above about 60%; inconclusive means no clear call, values can overlap the other calls;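 further: H4 neuroglioblastoma cells stably carrying SNCA 5'UTR luciferase fusion; 0% = DMSO wells and 100% = positive control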
KLF5 inh – KLF5 expression inhibitors, primary screen, DLD-1 cells, luminescence; DLD-1 KLF5 promoter-luciferase reporter; inhibition, % at 5 µM; actives 0.23% (n = 290,000);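 active means inhibition above a per-plate limit of that plate's mean compound inhibition plus 3 SD, cut at about 60% in these data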;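 further: 0% = DMSO wells and 100% = LY294002 at 200 µM; higher means less KLF5 promoter-driven luciferase light; inactives centre near -14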
HDAC3 inhib – HDAC3 deacetylase inhibitors, primary screen, biochemical, fluorescence, cell-free homogeneous. recombinant HDAC3, fluorogenic peptide/trypsin coupled. inhibition, % at 8.3 µM. actives 0.15% (n = 320,000). AID 2718, 2010. Histone deacetylase 3 (Homo sapiens), O15379; in the data active means inhibition above about 26%, passing the limit was not always enough; inconclusive means no clear call, values can overlap the other calls
Target sequence (O15379 whole entry, looked up): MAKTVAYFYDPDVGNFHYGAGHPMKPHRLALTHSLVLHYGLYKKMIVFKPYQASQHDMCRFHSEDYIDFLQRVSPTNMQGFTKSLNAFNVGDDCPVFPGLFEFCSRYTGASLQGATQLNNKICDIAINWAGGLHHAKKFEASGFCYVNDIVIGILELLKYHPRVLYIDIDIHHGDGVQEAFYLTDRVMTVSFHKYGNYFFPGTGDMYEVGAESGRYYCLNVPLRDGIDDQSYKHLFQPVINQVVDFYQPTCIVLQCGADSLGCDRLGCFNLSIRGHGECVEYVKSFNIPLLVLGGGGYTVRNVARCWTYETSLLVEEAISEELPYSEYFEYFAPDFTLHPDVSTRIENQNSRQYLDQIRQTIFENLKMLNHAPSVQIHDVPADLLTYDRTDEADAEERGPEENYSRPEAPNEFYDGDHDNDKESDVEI
AI-2 QS mod – Vibrio harveyi AI-2 quorum sensing modulators, primary screen, JMH597 strain, luminescence/OD600 ratio; Vibrio harveyi JMH597 AI-2 luminescence/OD600 ratio, 9 h; stronger effect = lower value; strain lacks LuxN and CqsS sensors; 0 = neutral-control median; activity change, % at 7.5 µM; actives 0.4% (n = 300,000); in the data active means activity change below about -75%, passing the limit was not always enough; inconclusive means no clear call, values can overlap the other calls;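 further: luminescence divided by OD600 gain over 9 h not by final OD600 alone; inactives centre near 13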
HSF-1 act – HSF-1 activators, primary screen, NIH3T3-HGL cells, MG132 stress, luminescence, single point; NIH3T3-HGL HSF-1 luciferase reporter, 8 h; 100% = twice DMSO control signal; activation, % at 9 µM; actives 1.7% (n = 300,000); AID 504408, 2011;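 active means mean replicate activation of at least 50% with a set share of replicates each reaching 50%; inconclusive means only one of those two conditions met; inactive means mean below 50% and too few replicates reaching it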;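 further: 0% = median of the neutral control wells and 100% = twice that signal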
Platelet DG rel – inhibitors of platelet dense granule secretion, primary screen, cell-based, MLPCN, human platelets | human platelet-rich plasma, SFLLRN dense granule ATP release, luminescence | inhibition, %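 (compounds screened at 7.5 µM in platelet-rich plasma)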 | actives 0.22% (n = 300,000);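 active means mean replicate score, as percent of positive control, at or above 50; inconclusive means mean below 50 but at least one replicate at or above 50; inactive means mean and every replicate below 50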
HIF act – HIF pathway transcriptional activators, primary screen, cell-based, U2OS HRE-luciferase, luminescence. U2OS HRE-luciferase reporter; normalized: DMSO 0%, desferrioxamine 100%. activation, % at 7.5 µM (by protocol). actives 0.32% (n = 300,000). AID 1910, 2009;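 active means mean activation of at least 10% of the iron chelator positive control signal, with at least half of replicates also reaching 10%; inconclusive means mean and replicate majority disagree about reaching 10%; inactive means mean and most replicates under 10%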
HSF1 inh – HSF1 inhibitors in luciferase reporter cells, primary screen, cell-based, NIH3T3, luminescence | activity change, negative = inhibition, % at 7.5 µM (by protocol) | NIH3T3-HGL HSE-luciferase, MG132-induced, luminescence 8 h; stronger effect = lower value | AID 2098, 2009 | actives 0.77% (n = 300,000);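 active means more than half of replicate wells show activity change below -50%, luminescence cut by over half; inconclusive means some wells, but at most half, below -50%; inactive means no replicate well below -50%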;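 further: luciferase reports HSF-1 transcriptional activity via heat shock element; 0% = median of DMSO wells and -100% = zero luminescence signal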
HSP90 refold inh – HSP90 inhibitors, primary screen, cell lysate, luminescence. Heat shock protein HSP 90 (rabbit reticulocyte lysate; luciferase refolding). Rabbit reticulocyte lysate, luciferase refolding luminescence, 3 h. inhibition, % at 5.6 µM. actives 0.91% (n = 290,000). AID 1789, 2009;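 active means inhibition above the screen-wide mean plus 3 SD, computed separately per campaign, cut at about 16% in these data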;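 further: 0% = DMSO wells and 100% = 60 µM geldanamycin wells; inhibitors lower the luminescence because luciferase stays unfolded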
Starred values were filed as active, the others as inactive; u = inconclusive; x = no result given; & = joins results of further samples.

Every second line gives: IEC-6 tox	aSyn 5UTR inh	KLF5 inh	HDAC3 inhib	AI-2 QS mod	HSF-1 act	Platelet DG rel	HIF act	HSF1 inh	HSP90 refold inh
> Cc1ncsc1CCOC(=O)c1cccc([N+](=O)[O-])c1
 : -4.5	-13.0	-16.9	3.0&1.9	19.0&28.7	21.5&21.6	9.2&0.2	-0.5&0.1	-3.7&22.9	1.5
> CS(=O)(=O)c1cnc(-c2cccnc2)nc1N
 : 2.1	6.7	-15.8	-5.4	1.3	-13.3	24.3	0.3	-0.5	5.2
> CCOC(=O)NC(=O)C(=CNc1cccc(OC)c1)C(=O)NC(=O)OCC
 : -6.3	-8.7	-15.2	-2.7	-3.5	12.4	8.6	0.6	2.9	-2.9
> CCn1c(C)cc(/C=C2/SC(=S)NC2=O)c1C
 : 0.5	-67.1	-42.1	16.8	47.1	21.1	3.3	0.2	9.3	-2.7
> COc1ccccc1NC(=O)C1=C(C)N(c2ccccc2)C(=S)NC1c1cccc(C(F)(F)F)c1 (stereo not drawn)
 : -0.2	5.0	-48.9	-3.8	28.7	-27.1	0.3	0.1	-4.5	6.0
> CC(=O)c1ccccc1OCCn1nnc(-c2ccc(C)cc2)n1
 : -1.3	-3.4	-11.7	2.3	28.6	-0.3	2.2	0.3	5.5	-0.6
> COc1cc(C(C(=O)Nc2c(C)cccc2C)N(C)C(=O)c2ccc(-n3cnnn3)cc2)ccc1O (stereo not drawn)
 : -2.0	9.2	-11.7	-4.5	8.4	-3.7	2.2	-0.2	-4.7	0.0
> O=C(O)C(Cc1ccccc1)N1C(=O)/C(=C/C=C/c2ccco2)SC1=S (stereo not drawn)
 : -29.8	-0.1	-41.6	x	15.9	-16.1	4.4	0.4	-2.3	7.0
> CC1CCc2nn(CC(=O)N3CCCCCC3)cc2C1 (stereo not drawn)
 : 5.8	-18.8	-7.7	-3.8	14.8	7.6	7.8	0.4	5.3	1.2
> CN=C(C)C1=C(O)C(C(=O)OC)C(C)(C)CC1=O (stereo not drawn)
 : -4.1	-7.4	-3.7	-13.2	19.9	2.8	3.8	-0.4	15.3	0.7
> CN(C)S(=O)(=O)c1cccc(-c2csc(N/N=C/c3ccco3)n2)c1
 : -10.6	-23.7	-11.1	1.9	9.1	20.2	-3.4	0.5	4.2	2.8
> CCCOc1cc(C)nc(-c2ccccc2O)n1
 : 5.1	0.5	-25.6	-1.9	54.0	1.1	-10.1	0.5	-4.1	-0.4
> COCCNS(=O)(=O)c1ccc2c3c(cccc13)C(=O)N2C
 : 6.3	8.8	-11.9	-13.2	8.1	-9.9	-1.1	-0.1	1.5	4.5
> CCCOc1ccc(/C=C/c2c([N+](=O)[O-])c(=O)n(C)c(=O)n2C)cc1
 : -7.7	-129.6	-11.2	4.5	10.0	11.3	0.0	0.6	5.1	2.4
> O=C(COC(=O)CNC(=O)c1ccc(Cl)cc1)Nc1ncc(C(F)(F)F)cc1Cl
 : -0.3	6.1	-23.9	-4.8	13.8	14.9	-9.3	0.2	1.0	1.8
> NC(=O)CSc1nnc(-c2ccc(S(=O)(=O)N3CCCCC3)cc2)n1-c1ccccc1
 : -3.3	5.6	-14.8	7.8	12.9	0.6	-11.2	0.2	-8.0	0.4
> COc1cc(-c2cc(C(=O)O)c3c(OC)c(OC)c(OC)cc3n2)ccc1O
 : 1.1	-10.3	-2.3	0.5	0.4	6.4	-10.8	0.0	-8.7	-4.7
> Cc1ccc(CSc2nc3c(c(N(C)C)n2)CCCC3)cc1
 : 2.9	0.1	-9.0	7.0	3.3	8.7	0.7	0.7	-3.6	1.3
> CCc1noc(C)c1C(=O)NCCc1c[nH]c2ccccc12
 : x	2.4	x	-3.9	19.5	11.9	1.7	-0.4	-3.1	x
> O=C(O)CCCC(=O)Nc1cccc(C(=O)Nc2ccccc2C(=O)O)c1
 : -3.0	14.2	-29.6	u	18.6	-12.2	3.5	-0.6	5.0	-4.3
> CNc1c(NS(=O)(=O)c2cc(NC(C)=O)ccc2C)c(=O)oc2ccccc12
 : 2.2	20.0	13.4	0.9	-0.9	-1.8	-3.5	-25.4	-7.9	-1.7
> O=C(O)CN(c1ccc(F)cc1)S(=O)(=O)c1ccc2c(c1)OCCO2
 : 5.6	16.3	-43.7	0.7	38.5	0.3	9.8	0.0	-7.8	-0.8
> CC(C)NC(=O)CCNS(=O)(=O)c1ccc(Br)cc1
 : 2.2	-6.0	-17.1	2.8	10.0	-3.5	-52.2	-0.3	1.4	5.2
> CCC(Sc1nc2ncccc2[nH]1)C(=O)NC1CCCC1 (stereo not drawn)
 : -4.1	-7.3	-0.7	-5.1	17.1	-3.5	-5.3	-0.3	-4.2	2.2
> O=C(NCCCN1CCOCC1)c1sc2cc(F)ccc2c1Cl
 : 4.0	-61.9	-21.0	5.6	9.9	13.0	-6.2	0.7	3.3	-2.0
> Cc1cccc(C)c1NC(=O)CSc1nnc(Cn2nnc(-c3ccccc3)n2)n1-c1ccccc1
 : -2.9	4.1	-4.6	1.4	12.3	74.1*	3.0	-0.1	65.5	3.8
> O=C(NCc1nc2ccccc2[nH]1)C1=C[C@H](C2CC2)C[C@H](OCCCCO)O1
 : 0.7	-2.7	-9.1	-1.0	20.5	3.5	-1.3	-0.3	-2.5	-2.4
> O=C(CCCc1ccccc1)N=C1SC2CS(=O)(=O)CC2N1c1ccccc1 (stereo not drawn)
 : -7.4	12.1	-8.3	1.4	41.0	21.9	0.8	-0.4	-0.5	-3.1
> COc1ccc(C2(CNC(=O)c3ccc(N)cc3)CCCC2)cc1
 : -0.3	5.1	-41.1	-8.0	-0.5	-12.5	-6.6	0.4	-0.2	1.6
> COc1ccc(CN2CC(C(=O)NCCC3=CCCCC3)CC2=O)cc1 (stereo not drawn)
 : 2.7	-0.2	-20.6	-4.4	3.3	x	0.3	-0.1	x	1.7
> COc1cc(OC)cc(C(=O)NC(C(=O)N2CCc3ccccc3C2)C(C)C)c1 (stereo not drawn)
 : 3.8	-6.4	-15.9	-5.0	29.1	-1.7	-1.5	-0.7	-2.9	-2.1
> CCN(CC)C(=O)c1sc(N)c(C#N)c1C
 : 2.9	-26.9	-58.2	-2.0	0.5	-0.7	3.5	-0.3	-0.3	0.5
> C=CCn1c(C)cc(C(=O)CSc2nnc(-c3cccc(S(=O)(=O)N(CC)CC)c3)o2)c1C
 : 0.6	-14.1	-28.2	0.3	28.9	36.3	-3.4	-2.1	2.5	0.2
> Cc1nn(CC(=O)NC2CCCCC2)c(=O)c2cccn12
 : 5.8	2.9	-11.5	0.5	13.8	-4.6	-4.2	-0.2	-7.3	1.1
> CC(=O)Nc1cccc(C(=O)OCC(=O)c2ccc(S(=O)(=O)N3CCCCC3)cc2)c1
 : x	12.5	x	0.9	7.8	12.5	3.1	-0.2	5.1	x
> CC1Cc2ccccc2N1C(=O)CCNS(=O)(=O)c1ccc2c(c1)CCC(=O)N2 (stereo not drawn)
 : -3.3	21.1	-15.7	2.0	16.9	-1.8	-2.2	-0.3	5.9	4.3
> CN1CCN(c2nc3c(c(=O)n(C)c(=O)n3C)n2Cc2ccc(Cl)cc2)CC1
 : -3.6	10.6	-38.4	0.1	-0.2	-10.3	3.2	-2.6	-11.5	0.2
> O=C(NCCCNc1ccc(C(F)(F)F)cc1[N+](=O)[O-])c1ccc(Cl)cc1
 : 1.2	11.9	2.8	-4.1	16.7	5.9	14.5	-0.4	-5.4	-3.4
> O=C(Cn1c(=O)c2cccn2c2cccnc21)N1CCN(c2ccc(Cl)cc2)CC1
 : -2.5	-4.0	-17.3	0.7	7.1	-0.2	-4.8	-0.2	4.1	-1.7
> O=C(NC1CCCc2ccccc21)c1cncc(Br)c1 (stereo not drawn)
 : -1.1	-16.4	-21.3	1.2	29.4	32.1	0.5	0.6	4.3	-1.5
> Cc1cc(C)c2c(N)c(C(=O)Nc3ccc(F)cc3)sc2n1
 : 6.0	-59.6	-184.5	-4.2	11.5	37.6	-0.5	4.8	11.1	-1.7
> CCc1c(C)sc(NC(=O)C2CCCO2)c1C#N (stereo not drawn)
 : 1.6	-36.4	-31.1	-4.9	22.2	-2.9	-6.8	1.3	-15.0	-1.9
> Clc1ccc(OCc2cc(-c3ccccc3)no2)c(Cl)c1
 : 4.7	9.6	-110.8	-2.9	26.0	-23.5	-4.4	-0.3	-7.2	15.9
> O=C(NNc1ccc(Cl)cc1)c1c(F)cccc1Cl
 : -2.3	21.4	-17.0	x	16.1	19.5	-3.5	0.1	6.7	-2.4
> NC(=O)COC(=O)c1ccccc1SCC(=O)NC1CCCCCCC1
 : x	5.9	x	-0.9	38.6	6.1	0.9	-1.7	10.1	x
> O=C(COc1ccccc1[N+](=O)[O-])N/N=C/c1ccccn1
 : 1.1	-44.7	4.9	5.6	22.9	-3.2	-1.6	0.4	3.3	-1.8
> CC(=O)N1CCN(c2ccc(NC(=O)c3ccccc3Cl)cc2)CC1
 : 1.4	0.7	-26.0	1.9	x	-17.2	3.5	-1.0	1.6	-0.1
> CSc1ccc(/C=C2\C(=N)N3N=C(CC(=O)N4CCOCC4)SC3=NC2=O)cc1
 : -0.6	1.3	-21.3	-5.8	9.8	0.7	u	0.2	-7.6	-5.4
> CCN1c2cccc3cccc(c23)S1(=O)=O
 : 8.0	11.7	-4.7	-10.8	2.4	-7.9	3.3	0.0	-6.2	8.0
> O=C(CSc1ccc(Br)cc1)Nc1ccccc1Oc1ccccc1
 : 2.7	9.3	-19.5	x	26.3	9.2	-4.9	-0.1	10.2	-1.9
> CC(C)CCNC(=O)CC1Nc2c3ccccc3nc(=S)n2C1=O (stereo not drawn)
 : 1.0	3.0	-2.3	-0.7	5.7	-0.9	-1.6	-0.3	-3.6	7.4
> CCOC(=O)CCSc1nc(-c2ccccc2)cc(C(F)(F)F)n1
 : 4.7	-9.7	-3.3	3.5	4.5	7.8	-9.9	0.1	2.3	0.8
> COc1ccc(CC(=O)NNC(=O)COc2ccc3ccccc3c2)cc1
 : -4.1	11.9	6.1	6.8	20.1	6.3	6.8	-0.4	-2.2	4.6
> O=C(CN1CCN(CC(=O)Nc2ccccc2C(F)(F)F)CC1)Nc1ccccc1F
 : 1.9	11.9	-12.2	5.9	9.1	12.2	-0.6	0.2	3.3	3.3
> CCc1nc(Cl)c(C#N)c2c1CSC(C)(C)C2
 : 7.4	-4.4	-15.2	1.2	18.8	-8.3	2.0	0.1	-4.4	-2.7
